Assay outcomes deposited in PubChem BioAssay by Broad Institute.
DENV2 CPE: protects cells from dengue virus 2 cytopathic effect | CPE inhibition, % at 9.99 µM | DENV2-infected cells, cytopathic effect rescue, plate reader | 350,000 compounds, 1.7% hits; in the data active = CPE inhibition above about 20%, passing the limit was not always enough; tested in BHK-21 cells;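 also: 0% = median of neutral control wells and 100% = median of positive control wells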
RAD52 inh: inhibitors of human RAD52 DNA annealing; recombinant RAD52 DNA annealing, FRET fluorescence; inhibition, % at 18.7 µM; P43351; 360,000 compounds, 0.46% hits;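 active = every replicate showing at least 50% inhibition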
Target sequence (P43351 whole entry, looked up): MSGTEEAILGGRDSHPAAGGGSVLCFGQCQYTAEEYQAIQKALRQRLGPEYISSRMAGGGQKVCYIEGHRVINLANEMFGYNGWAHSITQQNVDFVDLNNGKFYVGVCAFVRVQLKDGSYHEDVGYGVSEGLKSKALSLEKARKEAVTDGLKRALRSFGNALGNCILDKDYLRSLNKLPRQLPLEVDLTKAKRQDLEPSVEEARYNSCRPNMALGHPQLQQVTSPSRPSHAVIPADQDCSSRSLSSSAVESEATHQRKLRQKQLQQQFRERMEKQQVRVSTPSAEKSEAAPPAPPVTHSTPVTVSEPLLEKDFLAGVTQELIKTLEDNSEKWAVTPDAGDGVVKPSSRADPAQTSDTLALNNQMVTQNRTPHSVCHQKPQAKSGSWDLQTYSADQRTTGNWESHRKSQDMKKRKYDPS
RAD54 branch: inhibitors of human RAD54 branch migration | AID 602329 | 360,000 compounds, 0.14% hits | RAD54 Holliday junction branch migration, FAM/BHQ fluorescence | inhibition, % at 10.4 µM;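 active = mean normalized replicate activity at least 40 and at least half of replicates scoring 40 or more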;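 also: 0% = median of neutral control wells and 100% = median of positive control wells; inhibitors cause a drop in the FAM fluorescence signal; in these data hits start at about 50%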
CFTR F508del cor: CFTR F508del correction in bronchial cells; CFBE cells, YFP halide quenching; stimulated with forskolin plus potentiator P3; % fluorescence drop versus neutral controls; activity (quench increase), % at 7.58 µM; 350,000 compounds, 0.36% hits;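 active = mean added fluorescence quench of at least 8% versus neutral control, with both replicates also reaching 8%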;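 also: cells transiently co-express mutant CFTR-F508del with the halide-sensitive YFP; corrector assay measuring rescue of mutant channel to the surface after 24 h compound exposure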
CASP6 VEID inh: caspase-6 (human) enzyme inhibition | AID 686996 | P55212 | inhibition, % at 12.5 µM | 350,000 compounds, 0.53% hits | purified caspase-6, Z-VEID-R110 cleavage fluorescence;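 active = mean inhibition across replicates at least about 35%, with every replicate also reaching that limit, limit read from the data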;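 also: 0% = median of neutral control wells and 100% = no fluorescence left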
Target sequence (P55212 24-179 limits assumed): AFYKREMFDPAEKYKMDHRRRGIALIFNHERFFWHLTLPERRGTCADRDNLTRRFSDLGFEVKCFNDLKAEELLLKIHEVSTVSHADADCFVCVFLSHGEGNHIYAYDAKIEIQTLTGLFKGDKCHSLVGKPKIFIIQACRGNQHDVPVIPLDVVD
Target sequence (P55212 194-293 limits assumed): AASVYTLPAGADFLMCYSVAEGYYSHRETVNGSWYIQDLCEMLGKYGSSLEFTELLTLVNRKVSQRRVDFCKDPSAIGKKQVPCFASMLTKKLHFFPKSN
E-sel inducer: induces E-selectin expression in human endothelial cells. P16581. 260,000 compounds, 0.37% hits. activation, % at 7.58 µM. HUVEC E-selectin immunofluorescence imaging; normalized: neutral wells 0, TNF-alpha wells 100;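 active = mean E-selectin-positive cell signal at least 10% of the positive control, reached in at least 60% of replicates, without over 20% cell loss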;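 also: in these data hits start at about 27%; measured in HUVEC primary endothelial cells; signal is the percent of cells scored E-selectin positive by PE staining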
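material = human umbilical vein endothelial cells (HUVEC), E-selectin induction | quantity = 3,000 cells/well | medium = EGM-2 growth medium on 0.1% gelatin-coated wells | technique = immunofluorescence imaging | read-out basis = % PE-positive cells | control set = TNF-alpha positive control, DMSO neutral control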
GSIS activator: GLuc luminescence reporter in INS-1E cells, primary screen for activators of glucose-dependent secretion of insulin. INS-1E GLuc reporter insulin secretion, 2-3 h. activation, % at 16.6 µM. 370,000 compounds, 0.61% hits. AID 743287;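 active = lowest replicate activation of at least 40%, so every replicate reaches that level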;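 also: 0% = median of neutral control wells and 100% = median of IBMX positive control wells; some compounds called inactive have numbers as strong as hits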
XiGFP reactiv: reactivates the inactive X chromosome in mouse fibroblasts; activation, % at 7.58 µM; XiGFP mouse fibroblasts, % GFP-positive cells imaging, 3 d; cells co-treated with 5-aza-dC sensitizer; scaled so ellipticine positive control = 100%; 360,000 compounds, 0.055% hits;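 active = mean normalized replicate activation at least 10% and every replicate at or above 10%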;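 also: 0% = median of on-plate neutral control wells and 100% = ellipticine 6 µM median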
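Assay system: SV40-immortalized XiGFP fibroblast cells, line 68-5-11; buffer or medium: DMEM plus 5-aza-dC sensitizer; compound: one concentration, pinned; timing: compounds 3 days, fix/stain 15 min at room temperature; benchmarks: positive control ellipticine, 6 µM final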
Starred values were filed as active, the others as inactive; / = no result given; & = joins results of further samples.

Key to letters: A = DENV2 CPE; B = RAD52 inh; C = RAD54 branch; D = CFTR F508del cor; E = CASP6 VEID inh; F = E-sel inducer; G = GSIS activator; H = XiGFP reactiv
1	COc1cccc(C2=NN(C(=O)CCCC(=O)O)C(c3cccs3)C2)c1 (centres undefined)
  A = -11 | B = -22 | C = -14 | D = 0.0 | E = 0 | F = / | G = 17 | H = 0.7
2	COc1ccnc(Nc2ccc(C)c(C)c2)c1C#N
  A = / | B = -18 | C = 15 | D = / | E = 4 | F = / | G = 3 | H = /
3	C[C@H]1CN([C@@H](C)CO)S(=O)(=O)c2ccc(-c3ccc(C#N)cc3)cc2O[C@@H]1CN(C)C(=O)Nc1cc(F)ccc1F
  A = -6 | B = 2 | C = -3 | D = 0.8 | E = 0 | F = -0.6 | G = -16 | H = 0.5
4	COc1ccc(NC(=O)N[C@@H]2CC[C@@H](CC(=O)NC3CCCCC3)O[C@@H]2CO)cc1
  A = -5 | B = -3 | C = -13 | D = -2.8 | E = -1 | F = 0.0 | G = -11 | H = -0.1
5	O=C(C[C@@H]1CC[C@H](NS(=O)(=O)c2ccc(F)cc2)[C@H](CO)O1)NCCc1ccncc1
  A = -5 | B = -11 | C = -1 | D = -2.0 | E = 2 | F = -0.5 | G = 14 | H = 0.4
6	COc1ccccc1C(=O)NC(CCSC)C(=O)NC1CCCCCC1 (centres undefined)
  A = -2 | B = -4 | C = -20 | D = -2.6 | E = 6 | F = 0.1 | G = -1 | H = 0.5
7	C[C@@H]1CN([C@@H](C)CO)C(=O)c2cc(N(C)C)ccc2O[C@@H](C)CCCCO[C@@H]1CN(C)S(=O)(=O)c1cccs1
  A = -7&-4&-3 | B = -11&27&-1 | C = 17&-3&7 | D = 1.9&1.5&1.7 | E = 5&0&0 | F = -0.2&-0.1 | G = -5&-1 | H = 0.1&-1.2
8	CO[C@H]1CN(C)C(=O)c2ccc(NS(=O)(=O)c3cn(C)cn3)cc2OC[C@@H](C)N(CC2CC2)C[C@@H]1C
  A = -6 | B = 15 | C = -3 | D = -2.6 | E = -2 | F = 0.1 | G = 24 | H = 0.8
9	CCN(CC(=O)NCc1cccs1)S(=O)(=O)c1ccc([N+](=O)[O-])cc1
  A = -1 | B = 3 | C = / | D = 0.0 | E = 0 | F = -0.2 | G = 28 | H = -0.3
10	Cc1ccc(C(=O)N/C(=C\c2ccc(Br)cc2)c2nc(=S)[nH][nH]2)cc1
  A = -3 | B = -20 | C = 0 | D = 1.0 | E = -1 | F = / | G = 2 | H = /
11	C=CCN(Cc1cc(OC)ccc1OC)C(=O)c1cc2ccc(OC)cc2[nH]1
  A = 4 | B = -22 | C = 4 | D = -1.6 | E = -1 | F = 0.6 | G = -11 | H = 0.4
12	CO[C@@H]1CN(C)C(=O)c2ccc(NC(=O)NC(C)C)cc2OC[C@H](C)N(C(=O)CN(C)C)C[C@H]1C
  A = 3 | B = -3 | C = 4 | D = 0.1 | E = -1 | F = 0.4 | G = 13 | H = 0.5
13	CCCNC(=O)N1[C@H](CO)[C@H](c2ccccc2)[C@@H]1C#N
  A = 2 | B = -8 | C = 10 | D = -2.8 | E = 1 | F = 0.5 | G = -1 | H = -0.1
14	COc1ccc(Cl)cc1NC(=O)CN(C)C(=O)C1CCN(C(=O)Nc2ccccc2)CC1
  A = -7 | B = -7 | C = 4 | D = -0.1 | E = -3 | F = / | G = -16 | H = -0.1
15	CO[C@@H]1CN(C)C(=O)c2cc(NS(C)(=O)=O)ccc2OC[C@@H](C)N(CC2CCCCC2)C[C@@H]1C
  A = 0 | B = 0 | C = 7 | D = 1.9 | E = / | F = -0.2 | G = 6 | H = -0.1
16	COc1ccc(CCNc2oc(-c3cccc4ccccc34)nc2P(=O)(OC)OC)cc1OC
  A = / | B = 3 | C = 2 | D = / | E = -1 | F = 0.1 | G = 11 | H = 0.0
17	C[C@@H]1CCCCO[C@H](CN(C)C(=O)NC2CCCCC2)[C@H](C)CN([C@@H](C)CO)C(=O)c2cc(NC(=O)C3CCCCC3)ccc2O1
  A = -3 | B = -32 | C = -2 | D = -0.4 | E = 1 | F = 4.0 | G = -17 | H = -0.7
18	Clc1ccc(CN2CCC(Cc3ccccc3)CC2)cc1
  A = -2 | B = 2 | C = / | D = / | E = 3 | F = 0.2 | G = 2 | H = -0.1
19	C[C@@H]1CN([C@@H](C)CO)C(=O)c2cc(NC(=O)C3CCCCC3)ccc2O[C@H]1CN(C)Cc1ccc(Oc2ccccc2)cc1
  A = / | B = / | C = / | D = -2.3 | E = / | F = -0.5 | G = -9 | H = 0.0
20	CCCC(=O)Nc1ccc2c(c1)OC[C@H](C)N(C)C[C@H](C)[C@@H](OC)CN(C)C2=O
  A = 7 | B = 13 | C = / | D = 0.4 | E = -1 | F = -0.1 | G = 5 | H = 0.0
21	CN(C)CC(=O)N[C@H]1CC[C@@H](CC(=O)NCc2ccccc2F)O[C@@H]1CO
  A = -1 | B = -6 | C = 5 | D = -0.7 | E = 0 | F = 0.3 | G = -6 | H = -0.1
22	C[C@H](NC(=O)[C@H]1[C@H](CO)[C@H]2Cn3c(ccc(C4=CCCC4)c3=O)[C@H]2N1C)c1ccccc1
  A = 0 | B = -45 | C = -3 | D = 3.0 | E = 2 | F = 0.1 | G = 22 | H = 0.5
23	Cc1noc(C)c1NC(=O)Nc1ccc2c(c1)C(=O)N([C@H](C)CO)C[C@H](C)[C@H](CN(C)Cc1ccc(Cl)c(Cl)c1)O2
  A = 1 | B = 15 | C = -6 | D = -4.4 | E = -1 | F = -9.7 | G = 5 | H = 0.0
24	CCCCN(C)CCCNC(=O)CCn1nc(-c2ccccc2)ccc1=O
  A = 15 | B = -5 | C = / | D = 2.5 | E = -5 | F = / | G = 12 | H = 0.1
25	CC(C)NC(=O)N(C)C[C@@H]1Oc2ccc(NC(=O)Nc3ccccc3)cc2C(=O)N([C@H](C)CO)C[C@H]1C
  A = 2 | B = -17 | C = 2 | D = -3.5 | E = 1 | F = -2.8 | G = 12 | H = -0.3
26	Cc1ccc(C)c(N2CCN(CCCNC(=O)Cn3cc4c(n3)CCC(C)C4)CC2)c1 (centres undefined)
  A = -4 | B = 1 | C = -3 | D = 2.5 | E = -4 | F = 0.3 | G = -30 | H = 0.2
27	CCOC(=O)C1=CNS(=O)(=O)NC1c1ccc2ccccc2c1 (centres undefined)
  A = -9 | B = -13 | C = 6 | D = 1.5 | E = 5 | F = 0.0 | G = -6 | H = 0.1
28	COc1cccc(CNC(=O)[C@@H]2CCCN2C(=O)[C@H]2CCCCN2)c1
  A = -2 | B = 4 | C = / | D = -2.5 | E = 1 | F = 0.0 | G = 4 | H = 0.5

Among those listed so far, ten contain sulfur:
Key to letters: A = DENV2 CPE; B = RAD52 inh; C = RAD54 branch; D = CFTR F508del cor; E = CASP6 VEID inh; F = E-sel inducer; G = GSIS activator; H = XiGFP reactiv
1	COc1cccc(C2=NN(C(=O)CCCC(=O)O)C(c3cccs3)C2)c1 (centres undefined)
  A = -11 | B = -22 | C = -14 | D = 0.0 | E = 0 | F = / | G = 17 | H = 0.7
3	C[C@H]1CN([C@@H](C)CO)S(=O)(=O)c2ccc(-c3ccc(C#N)cc3)cc2O[C@@H]1CN(C)C(=O)Nc1cc(F)ccc1F
  A = -6 | B = 2 | C = -3 | D = 0.8 | E = 0 | F = -0.6 | G = -16 | H = 0.5
5	O=C(C[C@@H]1CC[C@H](NS(=O)(=O)c2ccc(F)cc2)[C@H](CO)O1)NCCc1ccncc1
  A = -5 | B = -11 | C = -1 | D = -2.0 | E = 2 | F = -0.5 | G = 14 | H = 0.4
6	COc1ccccc1C(=O)NC(CCSC)C(=O)NC1CCCCCC1 (centres undefined)
  A = -2 | B = -4 | C = -20 | D = -2.6 | E = 6 | F = 0.1 | G = -1 | H = 0.5
7	C[C@@H]1CN([C@@H](C)CO)C(=O)c2cc(N(C)C)ccc2O[C@@H](C)CCCCO[C@@H]1CN(C)S(=O)(=O)c1cccs1
  A = -7&-4&-3 | B = -11&27&-1 | C = 17&-3&7 | D = 1.9&1.5&1.7 | E = 5&0&0 | F = -0.2&-0.1 | G = -5&-1 | H = 0.1&-1.2
8	CO[C@H]1CN(C)C(=O)c2ccc(NS(=O)(=O)c3cn(C)cn3)cc2OC[C@@H](C)N(CC2CC2)C[C@@H]1C
  A = -6 | B = 15 | C = -3 | D = -2.6 | E = -2 | F = 0.1 | G = 24 | H = 0.8
9	CCN(CC(=O)NCc1cccs1)S(=O)(=O)c1ccc([N+](=O)[O-])cc1
  A = -1 | B = 3 | C = / | D = 0.0 | E = 0 | F = -0.2 | G = 28 | H = -0.3
10	Cc1ccc(C(=O)N/C(=C\c2ccc(Br)cc2)c2nc(=S)[nH][nH]2)cc1
  A = -3 | B = -20 | C = 0 | D = 1.0 | E = -1 | F = / | G = 2 | H = /
15	CO[C@@H]1CN(C)C(=O)c2cc(NS(C)(=O)=O)ccc2OC[C@@H](C)N(CC2CCCCC2)C[C@@H]1C
  A = 0 | B = 0 | C = 7 | D = 1.9 | E = / | F = -0.2 | G = 6 | H = -0.1
27	CCOC(=O)C1=CNS(=O)(=O)NC1c1ccc2ccccc2c1 (centres undefined)
  A = -9 | B = -13 | C = 6 | D = 1.5 | E = 5 | F = 0.0 | G = -6 | H = 0.1
